# Screening data: PubChem, National Center for Advancing Translational Sciences (NCATS)
# NPSR antagonist = blocks cAMP signaling of the human neuropeptide S receptor. CHO-NPSR cells, cAMP TR-FRET, antagonist mode. Potency, µM (highest dose often 38.3 µM), for inactives: at the highest dose activity change, negative = inhibition, usual class: inhibitors. hit rate 1% among 220,000. AID 1461; further: on the % scale 0 is the no-effect control and ±100 the full control effect; nearly all actives have a fitted effect of over 50% in size; many of its hits are not listed in these tables
# Epigenetic reg = regulators of epigenetic silencing causing reporter derepression in mouse cells; murine LDR cells, GFP reporter derepression, 30 h; Potency, µM (series often up to 53.9 µM), inactives show at the highest dose GFP activation, actives largely listed as activators; hit rate 0.2% among 280,000; further: % of control where 0% means no effect; nearly all actives have a fitted effect of over 60% in size
#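 Murine LDR cells carrying a silenced, genomically integrated CMV-driven GFP reporter were exposed to compound for 30 hours at 37 C. After PBS washes, GFP-positive cells (20–120 um objects) were counted by laser-scanning microplate cytometry.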
# aGlu spleen mod = lysosomal alpha-glucosidase (human) modulation | hit rate 0.006% among 240,000 | human spleen homogenate, 4-MU-alpha-glucoside fluorescence | P10253 | Potency, µM (top dose mostly 79.9 µM), for the others: top-dose activity change, negative = inhibition, actives largely listed as inhibitors;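 further: 0% = enzyme with vehicle and -100% = no enzyme basal signal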
#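 Human spleen homogenate (1 ug) incubated with compounds and 1 mM 4-methylumbelliferyl-alpha-D-glucopyranoside in pH 5.0 citrate/phosphate buffer, 37 C, 40 min. Stopped at pH 10; 4-MU fluorescence (Ex 365/Em 440 nm); AC50 by Hill fit.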
# ALDH1A1 inh = ALDH1A1 (human) enzyme inhibition; hit rate 7.3% among 220,000; Potency, µM (series often up to 75.3 µM), for the others: top-dose activity, negative = inhibition, usual class: inhibitors; Purified ALDH1A1, NADH fluorescence, propionaldehyde substrate; AID 1030; P00352; active means well fitted inhibition curve with a large enough effect, not every such curve was filed as active; inconclusive means small, poorly fitted or top-dose-only effect, or another doubt; inactive means no such curve, though single readings can be large or run the other way;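 further: plate controls were no enzyme wells and a reference inhibitor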
# Target sequence (P00352 whole entry, looked up): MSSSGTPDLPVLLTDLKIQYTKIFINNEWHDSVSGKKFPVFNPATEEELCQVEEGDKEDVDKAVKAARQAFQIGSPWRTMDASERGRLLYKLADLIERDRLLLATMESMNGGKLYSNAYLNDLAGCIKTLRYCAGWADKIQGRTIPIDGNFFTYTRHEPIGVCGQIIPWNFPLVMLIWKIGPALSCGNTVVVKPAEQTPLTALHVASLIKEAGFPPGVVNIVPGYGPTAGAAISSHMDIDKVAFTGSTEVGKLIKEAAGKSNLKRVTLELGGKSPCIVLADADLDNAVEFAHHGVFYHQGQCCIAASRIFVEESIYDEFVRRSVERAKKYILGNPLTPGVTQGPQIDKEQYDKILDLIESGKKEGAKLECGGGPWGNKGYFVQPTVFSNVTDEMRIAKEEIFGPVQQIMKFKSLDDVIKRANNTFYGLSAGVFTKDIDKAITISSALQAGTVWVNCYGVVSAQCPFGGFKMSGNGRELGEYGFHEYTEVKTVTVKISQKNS
# Tau fluor cs = counter-screen for tau fibril formation inhibitors; tau K18 P301L (four-repeat tau fragment) Alexa594 fluorescence, heparin fibrillization; Potency, µM (titrated, usually from 57.7 µM), for the others: top-dose activity change, negative = decrease; hit rate 0.93% among 280,000; further: on the % scale 0 is the no-effect control and ±100 the full control effect; nearly all actives have a fitted effect of over 55% in size
#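 Human K18 P301L tau (15 uM unlabeled plus 0.24 uM Alexa 594-labeled, final) in 100 mM sodium acetate pH 7 was mixed with compound and 20 uM heparin and incubated 6 hr at 37 C.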
# GAA inh = inhibitors of human lysosomal alpha-glucosidase; Potency, µM (highest dose often 76.9 µM), without a hit: top-dose activity change, negative = inhibition, hits mostly inhibitors; hit rate 0.005% among 200,000; purified human GAA, 4-MU-alpha-glucoside fluorescence; AID 1466;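 further: plate controls were uninhibited enzyme wells for no effect and no-enzyme background for full effect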
#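 Fluorogenic assay: 4 nM human alpha-glucosidase with 400 uM 4-methylumbelliferyl-alpha-D-pyranoside in 50 mM citrate/phosphate, 0.005% Tween-20, pH 5.0, 20 min at room temperature. Compounds tested up to 77 uM; AC50 from Hill fits.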
# aGal spleen mod = inhibitors or activators of human alpha-galactosidase in spleen homogenate | P06280 | human spleen homogenate, 4MU-alpha-Gal fluorescence, 40 min | Potency, µM (highest dose often 80 µM), for the others: top-dose activity change, negative = inhibition, most hits filed as inhibitors | hit rate 0.008% among 240,000;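 further: 0% = enzyme with vehicle and -100% = no enzyme basal signal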
# Target sequence (P06280 32-429 limits assumed): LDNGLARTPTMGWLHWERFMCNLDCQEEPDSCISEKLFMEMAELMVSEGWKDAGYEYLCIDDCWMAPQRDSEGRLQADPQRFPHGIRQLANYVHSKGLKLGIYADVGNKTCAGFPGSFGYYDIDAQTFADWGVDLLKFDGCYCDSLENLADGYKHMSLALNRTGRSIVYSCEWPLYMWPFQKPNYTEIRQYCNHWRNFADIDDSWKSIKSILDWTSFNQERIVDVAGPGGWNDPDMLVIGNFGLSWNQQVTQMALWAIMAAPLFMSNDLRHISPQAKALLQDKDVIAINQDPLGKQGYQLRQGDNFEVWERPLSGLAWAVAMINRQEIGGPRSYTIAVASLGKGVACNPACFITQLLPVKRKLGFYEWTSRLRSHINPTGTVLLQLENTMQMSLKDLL
#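 qHTS titration in buffer at pH 5.0. Alpha-galactosidase activity in spleen homogenate was measured via 4-methylumbelliferone release from 1 mM fluorogenic substrate after 40 min at 37C and a pH 10 stop. AC50 came from Hill fits of control-normalized data.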
# GAA glycogen mod = GAA glycogen-cleavage inhibition or activation; P10253; recombinant GAA, glycogen substrate, Amplex Red glucose oxidase fluorescence; Potency, µM (top dose mostly 76.4 µM), for the others: top-dose activity change, negative = inhibition, usual class: inhibitors; hit rate 0.38% among 300,000; AID 2100;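 further: 0% = full enzyme reaction and -100% = no-enzyme basal signal; the screen sought inhibitors and activators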
#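 qHTS, 1536-well; enzyme 4 nM final; cpd up to 77 uM; substrate bovine liver glycogen 30 ug; 50 mM citrate/phosphate pH 5.0, 0.01% Tween-20; 37 C, 40 min; Amplex Red detection 45 min RT; Hill fit → AC50.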
# Starred values were filed as active, the others as inactive; ? = inconclusive; . = not tested or not shown; & = joins results of further samples; [ ] = remark or other dose. Unless noted, the call rests on the fitted dose curve; in most records, active means well fitted curve in the direction sought with a large enough effect; inconclusive means small, poorly fitted or top-dose-only effect, or another doubt; inactive means no such curve, though single readings can be large; an effect the other way counts as inactive or inconclusive. Potency means the concentration at half of the fitted maximal effect.
SMILES,NPSR antagonist,Epigenetic reg,aGlu spleen mod,ALDH1A1 inh,Tau fluor cs,GAA inh,aGal spleen mod,GAA glycogen mod
CCOC(=O)c1c(NC(=O)C2CCCO2)sc(C(N)=O)c1C (configuration not stated),-3%,-1.3%,-3%,?,-2%,-15%,1%,6%
O=S(=O)(c1cnccc1N1CCN(/N=C/c2ccccc2)CC1)N1CCCCC1,-28%[46.1 µM],-2.3%,-1%,7%,-17%,-4%,0%,-28%
COc1ccc2ccccc2c1CNC(=O)CC1C(=O)NCCN1CC(C)(C)C (configuration not stated),9%,1.1%,-4%,.,-9%,.,9%,-3%
COC(=O)[C@@]1(Cc2ccc(F)cc2)[C@H]2c3cc(C(=O)N4CCCC4)n(CCc4c[nH]c5cc(F)ccc45)c3C[C@H]2CN1C(=O)c1ccccc1,.,1.7%,-9%,-15%,-22%,.,2%,.
CC(C)c1ccc(NC(=O)C2CC(=O)Nc3nc4ccccc4n32)cc1 (configuration not stated),0%,0.0%,-3%,.,1%,.,1%,1%
CCCc1nc2ccccc2n1CCOc1ccccc1,-1%[46.1 µM],5.4%,-8%,-1%,-8%,-1%,3%,2%
CC(C)(C)OC(=O)NCCc1nnc(SCc2c(Cl)cccc2Cl)o1,-24%[46.1 µM],0.8%,?,-15%,-11%,-4%,-9%,2%
CC(C)CCNC(=O)C1CCC(CNc2c(N3CCCC3)c(=O)c2=O)CC1 (configuration not stated),1%,-2.7%,0%,.,10%,.,1%,-1%
CC(=O)c1cccc(NC(=S)NC(=O)c2cccc(C)c2)c1,-8%,0.0%,2%,?,-15%,10%,-1%,-4%
Cc1ccccc1/C=C\c1nc2ccccc2c(=O)[nH]1,-50%,-1.7%,1%,?,-2%,3%,6%,1%
O=C(NCc1ccccc1)C1c2ccccc2Oc2ccccc21,-8%,-4.2%,.,-1%,3%,3%,2%,-2%
CCc1ccc(NC(=O)CN2C(=O)C(=O)N(Cc3ccccc3)C2=O)cc1,-1%,-1.9%,1%,-4%,-7%,-1%,-2%,-3%

# The closing two records of the part above open the next one:
SMILES,NPSR antagonist,Epigenetic reg,aGlu spleen mod,ALDH1A1 inh,Tau fluor cs,GAA inh,aGal spleen mod,GAA glycogen mod
O=C(NCc1ccccc1)C1c2ccccc2Oc2ccccc21,-8%,-4.2%,.,-1%,3%,3%,2%,-2%
CCc1ccc(NC(=O)CN2C(=O)C(=O)N(Cc3ccccc3)C2=O)cc1,-1%,-1.9%,1%,-4%,-7%,-1%,-2%,-3%
Cc1ccc(S(=O)(=O)Nc2nc3ccccc3nc2NCC2CCCO2)cc1C (configuration not stated),-28%,-1.2%,12%,.,2%,.,-3%,1%
COc1ccc(-c2nc3ccccc3o2)cc1NC(=O)c1ccc(Br)o1,?,16%,7%,?,-16%,3%,27%,-9%
CCOC(=O)C1CCN(C(=O)c2cn(CCOC)c(=O)c3c2c2ccccc2n3C)CC1,-2%[46.1 µM],2.9%,11%,?,-3%,?,?,-11%
CC(=O)c1ccn(S(=O)(=O)c2ccc(Cl)cc2)c1,-7%,1.1%,-2%,18%,-9%,-1%,6%,-1%
O=C(Nn1c(=O)[nH]c2ccsc2c1=O)c1ccccc1,4%[46.1 µM],0.0%,-11%,9%,4%,7%,7%,1%
COc1ccc(C(=O)Nc2cccc(OC)c2)cc1,-6%[46.1 µM],-2.8%,5%,?,-1%,1%,3%,-4%
COc1ccc(C(=O)NC2CCN(C(=S)Nc3cccc(C)c3)CC2)cc1,0%[46.1 µM],-1.3%,-13%,-8%,-2%,0%,-3%,-8%
Cc1csc(C(C#N)C(=O)c2ccncc2)n1 (configuration not stated),-17%[46.1 µM],3.3%,-5%,-3%,-8%,-12%,5%,1%
CCN(CC)C(=O)C1CCN(Cc2ccc(Br)cc2)CC1,-14%[46.1 µM],7.4%,1%,?,7%,-4%,-1%,5%
O=C(CC1(O)C(=O)Nc2cc(Cl)cc(Cl)c21)c1ccncc1 (configuration not stated),-11%,-1.0%,-6%,13µM*,-14%,-9%,0%,2%
CCOC(=O)CN1C(=O)N[C@@H](c2cccc(C(F)(F)F)c2)[C@@H](C(=O)OC)[C@H]1C,.,.,-10%[17.4 µM],3%[13.5 µM],1%[11.6 µM],.,-15%[17.5 µM],.
O=C(Nn1c(-c2ccncc2)nc2ccccc2c1=O)c1ccc([N+](=O)[O-])cc1Cl,2%,-0.6%,-1%,-5%,17%,2%,-5%,5%
O=C(c1cc(-c2ccc(Cl)cc2)on1)N1CCOCC1,18%[46.1 µM],-0.9%,-2%,15%,-7%,0%,1%,8%
Cc1ccccc1SCc1noc(C(=O)NC(C)C)c1C(=O)O,0%[46.1 µM],0.0%,1%,?,3%,5%,-13%,9%
CCN(CC)C(=O)Cn1c(=O)n(CCCCCC(=O)Nc2ccccc2)c(=O)c2sccc21,0%,-1.8%&-0.6%,-17%,0%,-10%&-7%,5%,-1%,2%[76.3 µM]
COc1cc(NC(=O)Cn2nc(-c3ccc(F)cc3)ccc2=O)ccc1-n1cnnn1,-11%,0.9%,4%,?,-16%,-1%,1%,4%
CN(C)c1ccc(/C=N/NS(=O)(=O)c2ccc(Br)cc2)cc1,?,1.6%,2%,.,?,.,10%,-25%
CC(=O)c1cn(Cc2ccccc2)c(=O)[nH]c1=O,0%,1.2%,8%,10%,-4%,-2%,-2%,-2%
Fc1ccc(N2CCN(C3=Nc4cccc5cccc3c45)CC2)cc1,?,8.1%,14%,2%,-24%,-5%,4%,-2%
COc1ccc(NC(=O)c2c(OC)cccc2OC)c(OC)c1,-12%[46.1 µM],0.0%,-12%,-1%,-16%,3%,-18%,-10%
Cc1nc2ncnn2c(C)c1CCC(=O)NCc1ccccc1,0%[46.1 µM],0.0%,11%,-3%,-9%,4%,8%,9%
CCOC(=O)c1oc2ccccc2c1NC(=O)CCl,?,4.5%,-6%,.,2%,.,1%,4%
O=C(Nc1nc2ccc(F)cc2s1)C1CCCO1 (configuration not stated),0%[46.1 µM],-0.9%,-7%,2%,-7%,-2%,-7%,2%
O=C(Cc1cccc2ccccc12)NN1C(=O)/C(=C\c2cccnc2)SC1=S,-4%,1.0%,0%,.,-22%,.,-3%,-3%
COc1cc(CNn2nnnc2N)cc(Br)c1OCC(=O)NC(C)(C)C,-5%[46.1 µM],-0.4%,2%,5%,-2%,2%,-14%,7%
CC1(C)CC(NC(=O)C23CCC(C)(C2Br)C3(C)C)CC(C)(C)N1 (configuration not stated),-23%,-1.3%,1%,?,2%,-9%,2%,-4%
Cn1cccc1/C=N/NC(=O)c1sc2ccccc2c1Cl,-21%[46.1 µM],-1.4%,4%,?,?,-2%,3%,-16%
Cc1ccc(Oc2ncc(-c3ccc(Cl)cc3)cn2)cc1,?,?,-10%,1%,-5%,11%,-14%,8%
COc1ccccc1NCCC(=O)OCC(=O)NC1CCCCC1,-17%[46.1 µM],0.0%,0%,5%,-13%,7%,1%,5%
COc1ccc2c(CSc3nnc(-c4cccnc4)n3-c3ccccc3F)cc(=O)oc2c1,-21%[46.1 µM],1.1%,5%,?,-6%,0%,6%,3%
CCOc1cc(NC(=O)c2ccccn2)c(OCC)cc1NC(=O)CC(C)C,-10%[46.1 µM],-3.2%,-3%,-4%,-13%,0%,-8%,3%
CCOC(=O)c1cc2cc(-c3c(C(=O)OCC)oc4cc(O)cc(O)c4c3=O)ccc2o1,?,3.7%,-7%,?,?,-2%,-1%,1%
Cc1nn(C(=O)C(C)N2C(=O)c3ccccc3C2=O)c(C)c1Br (configuration not stated),?,1.5%,-1%,-3%,-11%,0%,9%,-6%
Brc1ccc(CSc2nnc(Cc3c[nH]c4ccccc34)o2)cc1,?,-0.7%,-7%,-6%,14µM*[quencher],4%,-12%,-6%
NNC(=O)CSc1c(-c2cccs2)[nH]c2ccccc12,1%,0.0%,-3%,2%,-18%,0%,5%,?
O=C(NCCN1CCN(C(=O)c2cccs2)CC1)C(=O)Nc1ccc(Br)cc1,-13%[46.1 µM],-0.6%,-6%,?,-11%,-2%,3%,-10%
O=C(Nc1c(F)cc(F)cc1Br)c1cc2nc(C(F)F)cc(C(F)F)n2n1,-11%[46.1 µM],0.0%,-3%,-1%,-5%,2%,-10%,-3%
O=[N+]([O-])c1ccc(Sc2ccccn2)nc1,-49%,-1.0%,-4%,.,-19%,.,-17%,4%
COc1cccc(C2=NOC(C(=O)N3CCc4ccccc4C3)C2)c1 (configuration not stated),-1%[46.1 µM],4.0%,-2%,-3%,-7%,0%,-2%,-2%
CCOC(=O)C1CCCN(C(=O)C2CCCN(S(C)(=O)=O)C2)C1 (configuration not stated),-4%[46.1 µM],-1.4%,3%,2%,0%,-2%,-2%,10%
CC1=C(C(=O)Nc2ccccc2)C(c2ccco2)C(C#N)=C(SCC(=O)OC(C)C)N1 (configuration not stated),?,-4.2%,0%,?,-22%,-5%,5%,-8%
Cc1ccc(C2/C(=C(/O)c3ccc(OC(C)C)cc3)C(=O)C(=O)N2CCN2CCOCC2)cc1 (configuration not stated),-6%[7.67 µM],0.3%,-7%,?,2%,-9%,-7%,-16%
CCCCC(=O)Oc1cc(C)[nH]c(=O)c1[N+](=O)[O-],13%,-0.1%,-1%,-9%,-3%,4%,7%,8%
Cc1cc(NS(=O)(=O)c2ccc(NC(=O)CCN3C(=O)c4ccccc4C3=O)cc2)no1,-10%[46.1 µM],-4.8%,5%,5%,9%,?,1%,-2%
C=C(C)C1CC=C(C)/C(=N/NC(=O)c2ccoc2C)C1 (configuration not stated),7%,-3.0%,-7%,-4%,-2%,-2%,-2%,12%

# An excerpt from above in order of number of heavy atoms, lowest first:
SMILES,NPSR antagonist,Epigenetic reg,aGlu spleen mod,ALDH1A1 inh,Tau fluor cs,GAA inh,aGal spleen mod,GAA glycogen mod
COc1ccc(-c2nc3ccccc3o2)cc1NC(=O)c1ccc(Br)o1,?,16%,7%,?,-16%,3%,27%,-9%
CC1=C(C(=O)Nc2ccccc2)C(c2ccco2)C(C#N)=C(SCC(=O)OC(C)C)N1 (configuration not stated),?,-4.2%,0%,?,-22%,-5%,5%,-8%
Cc1ccc(C2/C(=C(/O)c3ccc(OC(C)C)cc3)C(=O)C(=O)N2CCN2CCOCC2)cc1 (configuration not stated),-6%[7.67 µM],0.3%,-7%,?,2%,-9%,-7%,-16%

# Some of the compounds tested, so the mix of outcomes need not match the whole.
